DPM-DC inhibit: inhibitors of Streptococcus pneumoniae diphosphomevalonate decarboxylase; actives 0.49% (n = 65,000); AID 556; purified DPM-DC, PK/LDH coupled NADH fluorescence; calls only at 10 µM;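 active = the 320 compounds with the highest percent inhibition in the single-dose primary screen, excluding strongly autofluorescent ones, cut at about 32% in these data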;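 also: kinetic rate of NADH fluorescence loss reporting ADP formed by the decarboxylase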
Bfl-1 inhibitors: Bfl-1 inhibitors, primary screen, biochemical, fluorescence polarization, FITC-Bid, mouse (AID 432) | actives 0.02% (n = 64,000) | FITC-Bid BH3 peptide fluorescence polarization displacement; higher % means a stronger effect | one-dose displacement, % at 20 µM; IC50 in µM for titrated hits; in the data active = a potency from the dose series; inactive = the rest, 99 in 100 with displacement below about 15%; also: strong numbers were not always called active
LYP phosphatase: LYP phosphatase inhibitors, primary screen, biochemical, DiFMUP fluorescence, recombinant catalytic domain, 10 µM (AID 606); recombinant LYP catalytic domain, DiFMUP fluorescence; higher % means a stronger effect; one-dose inhibition, % at 10 µM; IC50 in µM for titrated hits; 52,000 tested, under 10 active;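 active = IC50 under 40 µM in the dose-response test; inactive = IC50 of 40 µM or more, or never dose-tested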
HT1080 cytotoxicity: HT1080 cell viability loss – fluorescence readout (AID 620); HT1080 viability, fluorescence; higher % means a stronger effect; cytotoxicity, % at 10 µM; hits with a dose series show EC50 in µM; actives 0.42% (n = 87,000);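 also: cells exposed to compound overnight then 4 h with Alamar Blue; 0% = vehicle DMSO and 100% = killing control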
HPDE-C7K KRASV12: viability loss of HPDE-C7K cells – cell-based, fluorescence, HTS, primary screen (AID 431) | HPDE-C7K KRASV12 cells, Alamar Blue viability, 48 h; higher % means a stronger effect | one-dose cytotoxicity, % at 10 µM; EC50 in µM for titrated hits | actives 1.7% (n = 63,000);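 active = compounds whose percent cytotoxicity in the single-dose primary screen, scaled between solvent and toxic-drug controls, exceeds 50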;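 also: 0% = DMSO solvent wells and 100% = doxorubicin-treated wells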
HPDE-C7 viability: HPDE-C7 pancreatic duct cell viability loss – fluorescence, HTS (AID 430); actives 1.8% (n = 63,000); cytotoxicity, % at 10 µM; hits with a dose series show EC50 in µM; HPDE-C7 pancreatic duct cells viability, fluorescence; higher % means a stronger effect;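 also: cells exposed to compound for 48 hours before viability readout; 0% = vehicle and 100% = reference cytotoxic drug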
Alkaline phosphatase: inhibition of tissue-nonspecific alkaline phosphatase – biochemical, luminescent (AID 518) | one-dose inhibition, % at 20 µM; IC50 in µM for titrated hits | actives 0.09% (n = 64,000) | purified TNAP enzyme, luminescent substrate readout; higher % means a stronger effect; in the data active = a potency from the dose series; inactive = the rest, 99 in 100 with inhibition below about 22%;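 also: plate controls were vehicle for no effect and reference inhibitor for full effect; many of its hits are not listed in these tables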
MK inhibit: S. pneumoniae mevalonate kinase inhibition; purified MK, PK/LDH-coupled NADH absorbance 340 nm; inhibition, % at 10 µM; actives 0.48% (n = 65,000);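 active = ranked among the strongest by inhibition in the single 10 µM screen, a fixed top-ranked set picked for dose follow-up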; also: no value below 0 was filed
PMK inhibit: S. pneumoniae PMK inhibition; purified PMK, PK/LDH-coupled NADH absorbance 340 nm; inhibition, % at 10 µM; actives 0.49% (n = 65,000);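 active = top-ranked compounds by inhibition in the single 10 µM screen, taking a fixed number of the strongest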;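 also: 0% = full reaction with DMSO carrier and 100% = background rate without enzyme reaction; no value below 0 was filed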
PMK inhibit pilot replicates: also measured in PMK inhibit; calls as there; inhibition, %; measured here: pilot screen replicates
MK inhibit pilot replicates: recorded beside MK inhibit, whose call it bears; inhibition, %; measured here: pilot screen replicates
DPM-DC inhibit pilot screen %: second read-out of DPM-DC inhibit, no call of its own (marks repeat the call); inhibition, %; measured here: pilot screen trials
Starred values were filed as active, the others as inactive; i = inactive; . = no result given; + = active, no number. Rule as the data show it, unless noted: active = cytotoxicity above about 50%; inactive = the rest. This is a random part of the collection. About 3.4% of those tested had a hit in this group.

SMILES	DPM-DC inhibit	Bfl-1 inhibitors	LYP phosphatase	HT1080 cytotoxicity	HPDE-C7K KRASV12	HPDE-C7 viability	Alkaline phosphatase	MK inhibit	PMK inhibit	others
CCc1ccc(OCC(=O)N(C)CCC#N)c(Br)c1	i	-6.1%	4.5%	2.7%	.	.	11.2%	8.0	0.0
COc1ccc(-c2noc(COc3ccc(C)c(C)c3)n2)cc1OC	i	-4.0%	.	6.4%	4.5%	3.4%	14.2%	2.0	0.0	PMK inhibit pilot replicates=4.5;MK inhibit pilot replicates=0.0;DPM-DC inhibit pilot screen %=2.0
CCn1c(-c2ccc3[nH]c(C)c(C)c3c2)n[nH]c1=S	i	-10.0%	-5.0%	-1.5%	16.2%	11.7%	6.4%	11.0	13.0
Cc1c(=O)n(OCc2ccccn2)c2ccccc2[n+]1[O-]	i	4.8%	9.1%	-7.2%	-7.6%	-14.6%	5.3%	9.0	5.0	PMK inhibit pilot replicates=2.5;MK inhibit pilot replicates=1.5;DPM-DC inhibit pilot screen %=3.0
NC(=O)CN1C(=O)C2C3C=CC(C3)C2C1=O (stereo not drawn)	i	1.5%	-3.2%	6.0%	-14.4%	-5.5%	4.1%	3.0	3.0
O=C(COc1ccc(Cl)cc1)NCc1nnc(SCC(=O)N2CCCCC2)o1	i	1.7%	9.4%	.	-12.4%	-24.7%	3.4%	0.0	22.0
COc1ccc2cc(C(=O)OC(C)C)sc(=O)c2c1OC	i	-5.6%	2.8%	4.7%	6.0%	4.5%	11.7%	2.0	13.0
COc1ccc(C2(C(=O)N3CCCC3)CCOCC2)cc1OC	i	1.6%	.	-3.6%	-7.4%	-4.1%	7.4%	8.0	1.0	PMK inhibit pilot replicates=1.0;MK inhibit pilot replicates=0.0;DPM-DC inhibit pilot screen %=0.0
CCOc1ccc(S(=O)(=O)n2nnc3ccccc32)cc1C	i	-7.0%	-3.6%	7.5%	-4.5%	-0.6%	14.4%	13.0	12.0
Cc1cc(OCC(=O)O)c2cccc(C)c2n1	i	-5.5%	7.7%	-1.8%	-19.3%	-19.9%	15.0%	0.0	17.0
Cc1ccc(-c2nnc(N3CCN(C(=O)CSc4ncn[nH]4)CC3)c3ccccc23)cc1	i	6.0%	9.4%	-0.2%	34.8%	22.8%	9.0%	7.0	6.0
COc1ccccc1NC(=O)CS(=O)(=O)c1cccc2nsnc12	i	-0.5%	-3.9%	-1.1%	3.6%	7.2%	9.4%	8.0	10.0
Cc1cccc(Nc2nc(N)nc(CN3CCC(C(N)=O)CC3)n2)c1C	i	3.3%	.	-0.1%	2.0%	-5.2%	8.4%	0.0	0.0	PMK inhibit pilot replicates=5.0;MK inhibit pilot replicates=0.0;DPM-DC inhibit pilot screen %=1.0
Cc1ccc(S(=O)(=O)N2Cc3ccccc3CC2C(=O)Nn2cnnc2)cc1 (stereo not drawn)	i	12.2%	.	7.5%	-2.6%	3.3%	2.8%	0.0	4.0
O=C(NC1CC2CCC1C2)c1ccc(CN2CCOCC2)cc1 (stereo not drawn)	i	2.2%	15.5%	-0.5%	27.6%	3.4%	13.7%	7.0	0.0	PMK inhibit pilot replicates=5.5;MK inhibit pilot replicates=1.0;DPM-DC inhibit pilot screen %=0.0
Cc1cccc(OCC(=O)Nc2ccc3c(c2)OCO3)c1C	i	-9.7%	6.3%	0.2%	-0.3%	1.4%	8.9%	9.0	4.0
COc1cccc(C(c2nnnn2CCc2ccccc2)N2CCN(c3ccccc3)CC2)c1OC (stereo not drawn)	i	-4.1%	0.6%	6.9%	0.6%	0.3%	7.6%	12.0	15.0	PMK inhibit pilot replicates=0.0;MK inhibit pilot replicates=0.0;DPM-DC inhibit pilot screen %=1.5
CCOC(=O)c1cc(NC(=O)NCc2ccco2)c(C)nc1C	i	3.3%	.	-0.1%	.	.	8.1%	2.0	15.0
CCNC(=O)c1cc2c(=O)n3cccc(C)c3nc2n(Cc2ccc(C)cc2)c1=N	.	-8.6%	22.4%	28.9%	9.2%	-1.2%	11.9%	7.0	11.0
COc1cccc(-c2nn(-c3ccccc3)cc2CO)c1	i	1.7%	0.1%	4.9%	7.7%	12.8%	5.4%	9.0	10.0
COc1ccc(NC(=O)C2CCCN(c3c4c(nc5ncnn35)CCC4)C2)cc1 (stereo not drawn)	i	1.7%	14.1%	17.3%	-29.8%	-37.1%	4.3%	6.0	2.0
CC(=O)N1CCN2C(=O)C1CCCC(=O)c1cc(C3CCCCC3)ccc12 (stereo not drawn)	i	-8.6%	14.5%	-5.4%	-15.5%	-27.4%	0.4%	.	7.0
COc1ccc(-c2nnc(SCC(=O)Nc3ccc(C)cc3)n2C)cc1	i	1.3%	1.2%	-3.5%	-14.3%	-7.5%	6.6%	9.0	17.0
CN1CCN(CCc2nc3cc(NC(=O)COc4ccccc4)ccc3n2C)CC1	i	-5.0%	5.5%	.	-11.2%	-27.0%	14.8%	0.0	4.0
CN(CCC(=O)Nc1ccc2c(c1)OCO2)Cc1ccccc1	i	-1.5%	8.4%	0.2%	-8.1%	-2.4%	8.2%	45.0*	13.0
CCOc1ccccc1NC(=O)NC1CCN(CC(=O)Nc2ccc3c(c2)OCCO3)CC1	i	6.0%	9.5%	0.9%	-18.3%	-45.8%	3.5%	0.0	14.0	PMK inhibit pilot replicates=0.0;MK inhibit pilot replicates=1.0;DPM-DC inhibit pilot screen %=1.5
COCCCNC(=O)CSC1=Nc2ccccc2C2=NC(Cc3c[nH]c4ccccc34)C(=O)N12 (stereo not drawn)	i	-5.1%	-2.6%	1.2%	-8.0%	-7.0%	5.4%	9.0	8.0
Cc1ccc(N(CC(O)COCc2ccco2)S(=O)(=O)c2ccc(C)cc2)cc1 (stereo not drawn)	i	-7.0%	10.7%	-7.8%	-5.4%	-15.2%	7.5%	9.0	4.0
CCN1CCCC1CNc1ncnc2c1[nH]c1ccc(F)cc12 (stereo not drawn)	i	-0.1%	5.6%	2.0%	4.5%	12.2%	2.3%	2.0	10.0
CC(C)CNC(=O)COc1ccc2c3c(c(=O)oc2c1)CCC3	+	-5.0%	0.7%	-0.6%	3.5%	37.6%	13.0%	3.0	15.0
O=C(COC(=O)Cn1cnc2ccccc21)NCCC1=CCCCC1	i	-6.3%	-25.2%	5.5%	0.4%	3.5%	-0.8%	2.0	13.0
CC(=O)c1c(C)n([O-])c2ccccc2[n+]1=O	i	0.2%	.	-3.2%	-5.2%	1.2%	11.9%	10.0	5.0
CC(=O)N(C)C1(c2nnnn2CCOC(=O)Nc2ccc(Cl)cc2)CCCCC1	i	-6.0%	8.4%	24.5%	-4.4%	-7.2%	2.5%	5.0	4.0	PMK inhibit pilot replicates=2.0;MK inhibit pilot replicates=0.0;DPM-DC inhibit pilot screen %=0.0
CCC(C(=O)Nc1ncccn1)(C(F)(F)F)C(F)(F)F	i	-3.2%	17.9%	6.3%	-5.1%	-0.7%	8.1%	7.0	2.0	PMK inhibit pilot replicates=0.0;MK inhibit pilot replicates=0.0;DPM-DC inhibit pilot screen %=0.0
C/C(=N\O)C(=O)NCc1ccncc1	i	-7.1%	.	-6.2%	-11.6%	-15.2%	3.5%	0.0	2.0
COc1ccccc1CN1C(=S)SC(C)(C)C1NO (stereo not drawn)	i	-4.1%	-1.9%	-2.7%	-0.5%	-10.9%	5.0%	5.0	15.0	PMK inhibit pilot replicates=1.0;MK inhibit pilot replicates=0.0;DPM-DC inhibit pilot screen %=0.5
O=c1c2cnn(-c3ccccc3)c2nc(-c2ccco2)n1-c1ccccc1	i	-5.6%	0.9%	-2.6%	-5.8%	-3.9%	9.3%	27.0	0.0
c1ccc(-n2c(Cc3cn4ccsc4n3)nnc2N2CCOCC2)cc1	i	-2.9%	16.0%	20.3%	2.2%	-8.8%	10.1%	9.0	14.0
O=C(Oc1ccccc1C(=O)N1CCOCC1)c1ccc(Br)cc1	i	-0.1%	.	.	7.0%	-14.1%	4.3%	8.0	0.0
COc1ccc(OC)c2[nH]c(=O)c(CCNC(=O)c3ccc(S(=O)(=O)N(C)C)cc3)cc12	i	-0.9%	7.3%	16.7%	0.5%	-4.1%	4.6%	0.0	16.0
CC1(C)Cc2ccccc2-c2nnc(-c3ccccc3)n21	i	-15.9%	5.7%	31.3%	-12.2%	-22.7%	-5.4%	12.0	0.0
Cc1ccc(N2CCN(C(=O)CNS(=O)(=O)c3ccc(Br)s3)CC2C)cc1 (stereo not drawn)	i	-3.3%	-1.9%	5.6%	-8.1%	-31.5%	4.9%	1.0	11.0
CCSc1nnc(NC(=O)CSc2nc3c(c(=O)n2-c2ccccc2)SCC3)s1	i	.	-9.6%	30.5%	.	.	.	12.0	15.0
O=C(Cc1c(O)c2ccccc2[nH]c1=O)NC1CCCCCC1	i	-6.9%	.	22.9%	4.9%	3.4%	6.0%	6.0	3.0
CCOc1nonc1C(=N)/C(C(C)=O)=C(\C)O	i	-1.8%	14.6%	19.6%	.	.	10.2%	8.0	9.0
CC1CCCCN1C(=O)c1cc(-c2ccc(Cl)c(Cl)c2)on1 (stereo not drawn)	i	-3.9%	5.7%	-9.1%	-10.5%	-4.1%	9.8%	5.0	10.0
COc1ccc(NC(C)=O)cc1NC(=O)CCn1c(=O)sc2ccccc21	i	.	16.0%	12.3%	.	.	.	3.0	0.0
COCCn1c(C(C)C)nc2oc3ccccc3c(=O)c2c1=O	i	-5.0%	.	-9.5%	7.9%	-9.4%	-0.9%	10.0	8.0
CN1CCN(C(=O)CSc2nc(-c3ccncc3)ccc2C#N)CC1	i	8.6%	4.2%	19.2%	10.5%	-3.9%	11.3%	3.0	0.0
COC(=O)c1ccc(Cl)c(NC(=O)CSc2ncn[nH]2)c1	i	-8.2%	-2.0%	2.6%	10.4%	3.7%	2.6%	6.0	4.0
O=S(=O)(Cc1ccccc1)NCc1ccccn1	i	-2.2%	1.2%	3.2%	1.9%	-7.5%	11.6%	0.0	0.0
O=c1[nH]c(CN2CCN(Cc3ccc4c(c3)OCO4)CC2)nc2ccccc12	i	.	11.6%	13.0%	.	.	.	12.0	6.0
